ELG1 genotox: genotoxicity induction in ELG1-luciferase HEK293T cells. HEK293T ELG1-luciferase reporter, luminescence, 16 h. Potency, µM (top dose mostly 46 µM), for the others: at the highest dose activity change, positive = activation, actives largely listed as activators. 330,000 compounds, 1.3% hits; further: potency means the concentration at half of the fitted maximal effect; % of control where 0% means no effect; nearly all actives have a fitted effect of over 60% in size
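Genotoxic stress is detected as increased luminescence from luciferase-tagged ELG1 in HEK293T cells, measured with ONE-Glo after a 16 hr treatment at 37 °C.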
NPC1 promoter act: NPC1 promoter activation; Huh7 NPC1 promoter luciferase reporter, 24 h; Potency, µM (titrated, usually from 9.22 µM), without a hit: top-dose activation, usual class: activators; 320,000 compounds, 2.4% hits; AID 485313;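 further: potency means the concentration at half of the fitted maximal effect; % of control where 0% means no effect; nearly all actives have a fitted effect of over 60% in size; reporter is driven by a mutant NPC1 promoter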
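Huh7 reporter cells (NPC1 promoter driving luciferase) are dosed with compound for 24 h at 37 °C, 5% CO2; luciferase detection reagent is then added and luminescence measured after 10 min at ambient temperature.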
Tb PFK block: T. brucei PFK enzyme inhibition | AID 485367 | 330,000 compounds, 0.17% hits | Potency, µM (titrated, usually from 57.5 µM), inactives show at the top dose activity, negative = inhibition, usual class: inhibitors | T. brucei PFK, ADP-Glo luminescence;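 further: potency means the concentration at half of the fitted maximal effect; 0% = uninhibited 1x PFK enzyme wells and -100% = no-enzyme wells; nearly all actives have a fitted effect of over 60% in size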
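Activity is normalized to no-enzyme wells (full inhibition) and 1.25 nM enzyme wells (no inhibition). Reaction: 0.5 mM F6P, 0.1 mM ATP, 45 min RT, ADP-Glo luminescence; concentration-response curves fitted and classed by quality.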
RORgamma inh: blocks mouse ROR gamma transcriptional activity | AID 2551 | Potency, µM (doses to about 53.6 µM), without a hit: at the top dose activity change, negative = inhibition, hits mostly inhibitors | Drosophila S2 Gal4-RORgamma UAS-luciferase reporter, 20 h | P51450 | 310,000 compounds, 5.4% hits; further: potency means the concentration at half of the fitted maximal effect; on the % scale 0 is the no-effect control and ±100 the full control effect; nearly all actives have a fitted effect of over 60% in size
Target sequence (P51450 whole entry, looked up, the tested form may be a part): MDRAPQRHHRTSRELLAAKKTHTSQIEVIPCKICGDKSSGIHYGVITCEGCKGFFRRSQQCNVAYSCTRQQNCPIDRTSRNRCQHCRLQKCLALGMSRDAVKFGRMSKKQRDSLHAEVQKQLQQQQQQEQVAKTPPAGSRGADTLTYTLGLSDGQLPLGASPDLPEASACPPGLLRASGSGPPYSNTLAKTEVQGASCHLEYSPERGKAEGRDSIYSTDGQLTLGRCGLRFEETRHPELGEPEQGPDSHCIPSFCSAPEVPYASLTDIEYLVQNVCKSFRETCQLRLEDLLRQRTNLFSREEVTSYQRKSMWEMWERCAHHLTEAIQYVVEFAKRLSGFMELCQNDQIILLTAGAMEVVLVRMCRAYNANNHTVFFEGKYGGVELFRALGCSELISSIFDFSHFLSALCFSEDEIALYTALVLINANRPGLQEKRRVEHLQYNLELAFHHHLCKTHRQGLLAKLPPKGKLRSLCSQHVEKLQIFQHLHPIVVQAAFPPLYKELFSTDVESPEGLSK
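Drosophila Schneider cells stably carrying a metallothionein-driven Gal4 DBD–ROR gamma fusion and a UAS-Photinus luciferase reporter were exposed to compound for 1 hr, then induced with copper sulfate (700 uM final) for 20 hr at ambient temperature before luminescence reading.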
Rab9 prom act: Rab9 promoter activation. Huh7 Rab9 promoter-luciferase reporter, luminescence, 24 h. Potency, µM (highest dose often 9.22 µM), for inactives: top-dose activation, negative = inhibition, hits mostly activators. 320,000 compounds, 2.8% hits; further: potency means the concentration at half of the fitted maximal effect; % of control where 0% means no effect; nearly all actives have a fitted effect of over 60% in size
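Cell-based reporter: Huh7 stable for Rab9 promoter-driven luciferase, plated in reduced-serum medium with 10% FBS at 1500 cells/well, compound-treated 24 h at 37 °C, luminescence read after 10 min reagent.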
Coupling enz: counter-screen for Giardia aldolase inhibitors: coupling enzyme system; coupling enzyme system counterscreen, AmpLite Red fluorescence; activity change, negative = inhibition, % at 58.2 µM, hits read low; 290,000 compounds, 0.67% hits; in the data active means activity change below about -30%; further: on the % scale 0 is the no-effect control and ±100 the full control effect
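Fluorescence at 525 nm excitation and 598 nm emission measured inhibition of the coupled detection system without aldolase. Compounds (at 57.5 uM final) were preincubated 10 min at room temperature with coupling enzyme reagent before a 20 min substrate/AmpLite Red step.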
Gal4-VP16 FLuc: inhibits Gal4-VP16 luciferase reporter, ROR gamma counter-screen | Drosophila S2 Gal4-VP16 UAS-luciferase, luminescence, 20 h | Potency, µM (doses to about 53.6 µM), for the others: at the top dose activity, negative = inhibition, actives largely listed as inhibitors | 310,000 compounds, 3.5% hits | AID 2546;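 further: Gal4-VP16 expression switched on by copper sulfate through the metallothionein promoter; potency means the concentration at half of the fitted maximal effect; on the % scale 0 is the no-effect control and ±100 the full control effect; nearly all actives have a fitted effect of over 50% in size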
KCNH2 3.1 block: KCNH2 3.1 (human) potassium channel inhibition; U2OS KCNH2 3.1, thallium flux FluxOr; active compounds read low; activity change, % (tested at about 1.8 µM); 340,000 compounds, 0.95% hits; AID 720553;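 active means maximum activity change below -70%; inconclusive means maximum activity change from -70% to -50%; inactive means maximum activity change above -50%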;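 further: thallium influx rate constant from kinetic fluorescence after stimulation buffer; on the % scale 0 is the no-effect control and ±100 the full control effect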
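Measured as rate of thallium-driven FluxOr signal in transduced U2OS cells carrying the 3.1 channel, read kinetically for 2 min upon stimulation; values are rate constants scaled to DMSO control wells.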
FLuc modulator: counter-screen for miR-21 project: firefly luciferase inhibitors or activators; Potency, µM (highest dose often 57.5 µM), for the others: at the top dose activity change, negative = inhibition, most hits filed as inhibitors; purified FLuc, Km substrates, luminescence inhibition; AID 588342; 360,000 compounds, 6.9% hits; P08659;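 further: potency means the concentration at half of the fitted maximal effect; plate controls were vehicle for no effect and reference inhibitor for full effect; nearly all actives have a fitted effect of over 55% in size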
Target sequence (P08659 whole entry, looked up): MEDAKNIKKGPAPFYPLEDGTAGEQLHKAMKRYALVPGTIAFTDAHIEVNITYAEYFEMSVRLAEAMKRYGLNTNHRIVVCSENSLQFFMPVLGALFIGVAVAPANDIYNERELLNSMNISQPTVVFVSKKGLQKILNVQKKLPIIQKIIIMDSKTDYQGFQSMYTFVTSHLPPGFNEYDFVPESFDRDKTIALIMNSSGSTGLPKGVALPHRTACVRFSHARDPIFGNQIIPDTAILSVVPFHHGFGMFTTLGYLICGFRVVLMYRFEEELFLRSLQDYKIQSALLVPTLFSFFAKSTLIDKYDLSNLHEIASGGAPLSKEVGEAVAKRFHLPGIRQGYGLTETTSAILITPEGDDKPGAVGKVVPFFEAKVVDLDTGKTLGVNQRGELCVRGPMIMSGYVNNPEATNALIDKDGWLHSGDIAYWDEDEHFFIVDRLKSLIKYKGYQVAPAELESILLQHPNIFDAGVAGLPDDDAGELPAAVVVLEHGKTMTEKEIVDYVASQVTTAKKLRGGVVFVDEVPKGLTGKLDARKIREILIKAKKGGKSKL
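Purified P. pyralis luciferase, 10 nM final, with Km-level 10 uM D-luciferin and 10 uM ATP in 50 mM Tris acetate pH 7.5, 10 mM Mg acetate, 0.01% Tween-20, 0.05% BSA; 6-point qHTS titration about 60 µM downward; luminescence read.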
uPA generation: inhibitors of cell surface uPA generation; Potency, µM (doses to about 38.3 µM), inactives show at the top dose activity change, negative = inhibition, actives largely listed as inhibitors; 330,000 compounds, 0.31% hits; cell surface uPA generation assay, qHTS; active means well fitted inhibition curve with a large enough effect; inconclusive means small, poorly fitted or top-dose-only effect; inactive means no such curve, though single readings can be large or run the other way; tested in mouse RAW 264.7 cells; further: potency means the concentration at half of the fitted maximal effect; on the % scale 0 is the no-effect control and ±100 the full control effect; nearly all actives have a fitted effect of over 55% in size
Giardia killer: kills Giardia lamblia | Giardia lamblia trophozoite viability | activity change, % at 7.66 µM, hits read low | AID 540267 | 340,000 compounds, 0.15% hits; in the data active means activity change below about -80%; inconclusive means between about -30% and that limit;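 further: parasites exposed to compound for two days anaerobically before the ATP read; on the % scale 0 is the no-effect control and ±100 the full control effect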
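Media and compound were dispensed first, then trophozoites at 100 cells/well; plates sat 48 hrs at 37 deg C without oxygen before ATP luminescence reagent was added and read after 15-30 min at room temperature.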
* marks the source's active call; other numbers are inactive results; ? = inconclusive; nt = no result given; & = joins results of further samples; [ ] = another dose, or the depositor's remark. Unless noted, the call rests on the fitted dose curve; in most records, active means well fitted curve in the direction sought with a large enough effect; inconclusive means small, poorly fitted or top-dose-only effect, or another doubt; inactive means no such curve, though single readings can be large; an effect the other way counts as inactive or inconclusive.

SMILES	ELG1 genotox	NPC1 promoter act	Tb PFK block	RORgamma inh	Rab9 prom act	Coupling enz	Gal4-VP16 FLuc	KCNH2 3.1 block	FLuc modulator	uPA generation	Giardia killer
Cc1ccc(S(=O)(=O)N(c2nc(N(C)C)nc(N(C)C)n2)n2cnnc2)cc1	-10%	27%	20%	15%	5%	1	11%	-7	-3%	5%	-27
O=C(CSc1nnc(-c2ccco2)o1)N1CCN(c2ccccc2)CC1	-12%	-2%	-2%	30%	-6%	4	1%	10	2%	-4%	-25
Cc1cc(NC(=O)CSc2nnc(-c3ccncc3)n2-c2ccc(F)cc2)no1	0%	-2%	-8%	-3%	0%	2	-1%	3	-2%	-1%	-5
Cc1ccc(Oc2ccc(OCC(=O)NC(CC(C)C)C(=O)O)cc2)cc1 (stereo not given)	-1%	-7%	0%	-19%	-5%	9	-5%	12	?	1%	-14
Cc1ccc(NC(=O)C2CCCN2S(=O)(=O)c2ccc3c(c2)n(C)c(=O)c(=O)n3C)c(C)c1 (stereo not given)	0%	6%	-2%	?	-5%	1	-3%	15	-1%	1%	2
Cc1ccc(OCCC(=O)OCC(=O)Nc2ccc(F)cc2)cc1	17%	3%	-8%	nt	-9%	nt	nt	-8	3%	0%	-4
Cc1ccc(C(=O)Nc2ccc(N3CCOCC3)nc2)cc1	8%	19%	-1%	29%	19%	-1	3%	-2	-17%	1%	7
Cc1ccc(C(=O)CCC(=O)N2CCN(c3ccc(F)cc3)CC2)cc1	-5%	-8%	1%	26%	-2%	0	-1%	-17	4%	-2%	-13
CCN1CCN(CC(O)COC(C)C)CC1 (stereo not given)	1%	1%	-5%	-12%	3%	0	-3%	7	-2%	nt	7
O=C(NCCCN1CCCC1=O)C1CCN(S(=O)(=O)c2c(Cl)cccc2Cl)CC1	8%	-3%	0%	nt	-2%	nt	nt	4	5%	-2%	-7
CN(C)CCCOC(=O)c1ccccc1Cl	0%	-1%	1%	1%	10%	5	0%	-2	-1%	1%	5
O=C(c1ccc2oc(Cc3ccc(Cl)cc3)nc2c1)N1CCCCC1CCO (stereo not given)	0%	12%	-7%	?	8%	nt	12%	7	-16%	2%	2
Cc1cc(C)nc(N/N=C2/CCCC/C2=C\c2ccccc2)n1	-10%	-30%	1%	1.4µM*	-29%	-1	10µM*	5	0%	-11%	16
CC(=O)c1ccc(N2CCN(S(=O)(=O)c3ccc4ccccc4c3)CC2)cc1	1%	-3%	-1%	nt	-13%	nt	nt	-10	4%	-3%	-17
CSc1nc(NCC(C)C)nc(N2CCOCC2)n1	1%	-4%	0%	29%	0%	1	16%	-18	3%	-1%	9
CCCCCCCC(=O)Oc1ccc(C(=O)Nc2cc(C)on2)cc1	?	?	2%	18%	?	0	?	-2	2%	7%	-1
CC(/C=N/NC(=O)c1ccncc1)=C\c1ccco1	6%	9%	-3%	-2%	10%	-21	-4%[10 µM]	5	?	-9%	-3
CCc1noc(C)c1C(=O)N(C)CC(=O)Nc1cccc(OC)c1	0%	2%	0%	nt	-2%	nt	nt	7	6%	3%	-4
CCN1C(=O)N(CC)C(O)(c2ccccc2)C1(O)c1ccccc1 (stereo not given)	2%	1%	-5%	2%	0%	5	-3%	10	0%	4%	-19
CC(C)CNc1oc(-c2ccco2)nc1C#N	4%	0%	4%	-1%	4%	-1	22%	6	-15%	-2%	-21
O=C(CSc1ccc2ccccc2c1)Nc1ccncc1	2%	-4%	-1%	?	-5%	1	?	2	?	0%	9
CC(C)N(C=O)C1(C(=O)NC2CCCCC2)CCCCC1	0%	-1%	2%	-31%	-1%	0	-5%	-10	0%	0%	5
NC(=O)NOCc1ncc(C(F)(F)F)cc1Cl	-4%	-2%	1%	-9%	-4%	1	-2%	9	0%	7%	3
O=C(Cc1nnc(NC(=O)Nc2ccccc2)s1)NCc1ccccc1	4%	-2%	8%	-4%	0%	1	-10%	7	-1%	5%	-10
COc1ccc(S(=O)(=O)N(C)C)cc1NCC(=O)Nc1ccc(Br)c(C)c1	-14%	1%	16%	30%	-1%	-2	-5%	7	-6%	6%	2
O=C1c2cccnc2C(Nc2ccc(S(=O)(=O)N3CCCCC3)cc2)N1Cc1ccccc1 (stereo not given)	0%	-2%	2%	45%	1%	-4	-2%	-2	0%	nt	-4
CC(=O)N1CCc2cc(S(=O)(=O)NCCC(=O)NCCc3ccccc3)ccc21	-1%	3%	-7%	0%	-4%	1	-5%	-7	3%	-1%	-22
Oc1ccc(/C=N/Nc2ccccc2)cc1	9%	-1%	2%	1%	11%	-8	-3%	-16	-16%	-6%	11
O=C(COC(=O)c1cccs1)NCc1ccccc1	-5%	-1%	0%	24%	6%	3	4%	1	?	1%	-15
C=CCn1c(SCC(=O)c2ccc(Cl)cc2)nnc1-c1ccc2c(c1)OCO2	0%	1%	-3%	?	-3%	0	?	18	-18%	3%	11
COc1ccc(C(CNC(=O)CNS(=O)(=O)c2ccc(NC(C)=O)cc2)N2CCOCC2)cc1 (stereo not given)	-9%	-3%	14%	nt	2%	nt	nt	-3	0%	1%	7
COc1cccc(OCC(O)CNC(C)c2ccccc2)c1 (stereo not given)	-6%	-2%	1%	0%	1%	nt	-7%	5	1%	-5%	-6
COc1ccccc1CNC(=O)CN1C(=O)COc2ccc(S(=O)(=O)N3CCCCC3)cc21	1%	-5%	-1%	1%	-6%	nt	-12%	8	7%&6%	-4%	14
C=CCOc1ccc(CN(C)C(=O)CNC(=O)c2ccc(-c3ccccc3)cc2)cc1	-32%[inhibitor]	-10%	-23%	35%	-15%	6	1%	-7	-13%	?	-10
Cc1ncc(CN2CCCC(C(=O)Nc3ccc(-c4ccco4)cc3)C2)n1C (stereo not given)	1%	10%	1%	5%	5%	nt	24%	nt	-2%	-4%	-7
C#CC1(NC(=O)NCCCC)CCCCC1	3%	-9%	-3%	17%	1%	3	-5%	nt	-1%	1%	-11
O=C(CN1CCN(c2cccc(Cl)c2)CC1)NCc1ccccc1	-9%	2%	-2%	-1%	4%	4	-14%	13	-1%	12%	-5
CCOC(=O)CSc1nnc(NC(=O)c2cc([N+](=O)[O-])cc([N+](=O)[O-])c2)s1	-4%	-2%	-7%	-10%	-5%	5	-15%	1	?	9%	-12
Cc1ccc(C(=O)N/C(=C\c2ccc3c(c2)OCO3)C(=O)N2CCOCC2)cc1	9%	6%	0%	0%	1%	nt	-1%	5	-1%	3%	29
CCOC(=O)C1C(=O)C=C(C)C(C(=O)OCC)C1c1cccc([N+](=O)[O-])c1 (stereo not given)	-1%	-4%	-1%	7%	8%	0	5%	-3	0%	2%	-20
COc1cccc(-n2cnc3sc4c(c3c2=O)CCC4)c1	4%	-4%	-7%	8%	-4%	2	-17%	-1	-14%	-2%	-5
CCOc1ccc(S(=O)(=O)NCCC(=O)N2CCN(c3ccc(OC)cc3)CC2)cc1	-6%	1%	2%	?	3%	-1	-3%	5	-2%	-4%	0
O=C(N[C@@H]1C/C=C\C[C@H](CC(=O)N(CCO)Cc2ccccc2)C(=O)N[C@@H](Cc2c[nH]c3ccccc23)COC1=O)OCC1c2ccccc2-c2ccccc21	-3%	nt	0%	nt	nt	nt	nt	-8	nt	-28%	5
Cc1ccc(Nc2ncnc3sc(C)c(C)c23)cc1	?	0%	-4%	-4%	29%	9	11%	16	21µM*	4%	-7
CCc1nc2ccccc2n1CC(=O)OCC(=O)N(CC(C)C)c1c(N)n(Cc2ccccc2)c(=O)[nH]c1=O	nt	0%	-9%	nt	-5%	nt	nt	-22	0%	5%	-6
CCOc1ccccc1OCCCC(=O)OCC(=O)Nc1cccc(Cl)c1	0%	0%	-5%	8%[10 µM]	1%	-2	-9%	-1	-1%	3%	4
CC(=O)c1cccc(NC(=O)c2cnn3ccccc23)c1	12µM*	5µM*	-8%	-20%	3.2µM*	4	-10%	2	12µM*	-25%	12
COC(=O)c1ccccc1N=Nc1c(C)[nH][nH]c1=O	-4%	0%	0%	30%	9%	-2	-2%	18	2%	-2%	11
CCN(Cc1ccccc1)C(=O)CCS(=O)(=O)c1ccc2c(c1)oc(=O)n2C	-2%	-10%	1%	1%	-1%	nt	0%	-10	-1%&-7%	3%	4
O=C(O)CCCNC(=O)CCCNC(=O)C(c1ccccc1)c1ccccc1	-3%	-1%	-7%	-7%	-1%	6	?	-8	-1%	-2%	3
Cn1c(Cn2nnc3ccccc32)nnc1SCC(=O)NCc1ccc2c(c1)OCO2	1%	-1%	-4%	-1%	0%	-1	-9%	10	1%	-8%	2
CCOC(=O)Cn1nc(C)n(-c2ccc(C)cc2)c1=O	5%	-2%	0%	11%	2%	3	2%	3	-12%	1%	-2
Fc1ccccc1CSc1ncn[nH]1	3%	-2%	-2%	-4%	3%	-5	3%	14	2%	-4%	-15

Source: PubChem BioAssay (National Center for Advancing Translational Sciences (NCATS))
